hgDAF-12 ag – hgDAF-12 agonism, primary luciferase screen. HEK293 GAL4-hgDAF12 UAS-luciferase reporter, agonist luminescence; normalized to butyrate control. activation, % at 6.8 µM. AID 687014. actives 1.8% (n = 370,000);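 active = activation above a cutoff set at the mean of all screened compounds plus 3 SD, cut at about 10% in these data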;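 note: 0% = DMSO wells and 100% = sodium butyrate wells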
NPR1 activator – GC-A (human) enzyme activation; actives 0.14% (n = 370,000); activation, % at 10 µM; HEK293 GC-A cells, cGMP TR-FRET, EC30 ANP; 0% at EC30 ANP, 100% saturating ANP; AID 1671463; in the data active = activation above about 40%
sPLA2-III inh – Inhibits HGIII-sPLA2 liposome hydrolysis, primary screen | Q9NZ20 | QFRET BODIPY PC-A2 liposome hydrolysis, fluorescence | inhibition, % at 12.2 µM | actives 0.56% (n = 370,000);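 active = inhibition above mean plus 3 SD of compounds lying within the high and low control bounds, cut at about 19% in these data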;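 note: 0% = median of test compound wells and 100% = no enzyme DMSO wells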
ssDAF-12 act – activators of S. stercoralis DAF-12 nuclear receptor | actives 1% (n = 370,000) | AID 652126 | HEK293 ssDAF-12/GRIP1 lit1-tk-luc reporter, luminescence; % of 3 µM dafachronic acid response | activation, % at 6.8 µM;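 active = activation above the mean over all tested compounds plus 3 SD, cut at about 0.9% in these data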;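 note: 0% = DMSO-only wells and 100% = 3 µM delta7-dafachronic acid wells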
hcDAF12 agonist – activates DAF-12 receptor from parasite H. contortus; AID 652067; HEK293 hcDAF-12 lit1-tk-luc reporter, luminescence; 0% DMSO, 100% Δ7-dafachronic acid; activation, % at 6.8 µM; actives 1.4% (n = 370,000);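 active = activation above the mean of all tested compounds plus 3 SD, cut at about 5.5% in these data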;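 note: 100% = response to 3 µM Δ7-dafachronic acid high control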
FXN GAA850 act – frataxin GAA850 promoter activation. HEK293 lucGAA850 FXN promoter luciferase reporter, 24 h; percent of 10 µM SAHA response. activation, % at 6 µM. actives 0.56% (n = 360,000). AID 540364;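 active = activation above the average of all compounds screened plus 3 SD, cutoff fixed separately per campaign, cut at about 7.5% in these data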;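 note: 0% = DMSO wells and 100% = 10 µM SAHA wells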
proKLK7 act – activates the human kallikrein-7 zymogen | activation, % at 7 µM | actives 0.9% (n = 370,000) | P49862 | purified proKLK7, EDANS-DABCYL substrate fluorescence; 100% is mature enzyme control, 0% vehicle;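 active = activation above the mean of all tested compounds plus 3 SD, computed per campaign excluding outliers beyond control limits, cut at about 13% in these data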
Target sequence (P49862 whole entry, looked up): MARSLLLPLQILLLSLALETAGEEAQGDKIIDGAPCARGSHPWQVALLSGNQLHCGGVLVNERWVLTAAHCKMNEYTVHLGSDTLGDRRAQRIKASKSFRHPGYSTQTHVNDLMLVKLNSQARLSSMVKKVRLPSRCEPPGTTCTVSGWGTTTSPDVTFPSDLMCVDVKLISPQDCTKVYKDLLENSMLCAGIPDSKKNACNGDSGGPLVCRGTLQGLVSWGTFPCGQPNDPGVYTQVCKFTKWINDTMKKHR
DAX1 inh-1 – NR0B1 (DAX1) inhibition; HEK293 Gal4-DAX1 luciferase reporter, luminescence; inhibition, % at 6.75 µM; actives 0.99% (n = 340,000); AID 504766;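 active = inhibition above the mean over all tested compounds plus 3 SD, cut at about 4.2% in these data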;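 note: 0% = DAX1-transfected cells with DMSO and 100% = empty-vector control cells with DMSO; inhibition shows as a rise in luminescence from relieved DAX1 repression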
Target sequence (P51843 207-470 limits assumed): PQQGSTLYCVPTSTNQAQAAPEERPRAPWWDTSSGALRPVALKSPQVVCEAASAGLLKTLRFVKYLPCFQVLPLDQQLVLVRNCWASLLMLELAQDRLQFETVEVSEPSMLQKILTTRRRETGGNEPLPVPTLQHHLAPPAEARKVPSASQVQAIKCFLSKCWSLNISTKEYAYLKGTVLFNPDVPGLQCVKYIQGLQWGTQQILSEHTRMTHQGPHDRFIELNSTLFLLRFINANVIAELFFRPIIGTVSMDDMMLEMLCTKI
DAX1 inh-2 – inhibitors of DAX1 repression of SF-1 activated StAR promoter | AID 652010 | HEK293T StAR-luciferase reporter, SF-1/DAX-1 repression relief | inhibition, % at 6.8 µM | actives 1.1% (n = 370,000);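 active = inhibition above the mean over all tested compounds plus 3 SD, cut at about 3.6% in these data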;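 note: 0% = DAX-1 cells with DMSO and 100% = cells lacking DAX-1 with DMSO; higher inhibition means more luminescence from relief of DAX-1 repression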
SMARCA2 act – activators of SMARCA2 function | actives 1% (n = 370,000) | activation, % at 9.1 µM | AID 652017 | MG213 cells, MMTV-luciferase reporter, dexamethasone, overnight; in the data active = activation above about 7.8%;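 note: 0% = vehicle wells and 100% = reference activator wells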
NPR2 activator – GC-B (human) receptor activation. actives 0.11% (n = 370,000). P20594. HEK293-GC-B cells, CNP EC30, cGMP TR-FRET; 0% at EC30 CNP, 100% saturating CNP. AID 1920062. activation, % at 10 µM;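 active = activation at 10 µM reaching about 35% in either raw or pattern-adjusted values, limit read from the data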
* = called active by the depositor; . = not tested or not shown.

item	SMILES	hgDAF-12 ag	NPR1 activator	sPLA2-III inh	ssDAF-12 act	hcDAF12 agonist	FXN GAA850 act	proKLK7 act	DAX1 inh-1	DAX1 inh-2	SMARCA2 act	NPR2 activator
1	Nc1ncnc(NC2CCS(=O)(=O)C2)c1[N+](=O)[O-] (stereo not given)	4.5	4	5	-1.1	-1.1	-2.4	-0.7	-1.1	-0.5	-2	2
2	COCCNCCOc1ccccc1-c1ccccc1	-2.0	-6	0	-1.1	-0.8	-2.4	-0.6	0.7	-0.3	-5	-3
3	COC(=O)CN(c1ccccc1)S(=O)(=O)c1ccccc1	3.6	2	13	-1.4	-0.5	-1.2	0.3	0.0	-0.3	-5	5
4	CCN1C(=NCCc2ccc([N+](=O)[O-])cc2)N[C@@H](c2ccccc2)[C@H](C(=O)OC)[C@H]1C	0.8	-6	-4	-1.1	-0.7	0.8	0.8	0.5	0.2	0	-4
5	COc1ccc(NC(=S)Nc2ccccn2)cc1	15*	3	14	1.7*	11*	8.3*	0.1	3.7	2.5	5	-1
6	Cc1cc(C)n(-c2ncccc2[N+](=O)[O-])n1	0.4	-1	1	0.2	1.2	-1.7	-0.3	-0.3	-0.5	-2	-2
7	COC(=O)c1cc(Br)ccc1N(Cc1cc(OC)cc(OC)c1)S(C)(=O)=O	0.4	-16	-11	-1.1	-1.4	0.0	-0.3	2.2	0.0	0	-16
8	O=C1OCC/C1=C\OCCCO/C=C1\CCOC1=O	0.5	1	4	-1.1	1.0	1.0	-0.2	-1.8	0.0	4	3
9	COC(=O)[C@]12C[C@H](CC(=O)NCc3ccc(C)o3)C(=O)N(Cc3cccc4ccccc34)C1=C[C@H](C1CCCC1)O[C@@H]2C	4.7	-2	-13	-1.5	-2.9	.	0.2	.	-1.2	-3	-4
10	NC(=O)/C(=N\O)c1ccccc1	1.9	0	3	-1.6	0.0	-4.0	0.9	1.4	0.1	2	3
11	O=C(CNc1ccc2ccccc2c1)N/N=C/c1ccc(OC(=O)/C=C/c2ccco2)cc1	1.0	-3	-2	0.3	3.1	2.3	-0.3	-0.9	-0.3	-1	1
12	Cc1onc(-c2ccccc2Cl)c1C(=O)N1C=CC(C(F)(F)F)=NCC1	-1.6	-2	12	-0.3	-0.8	2.4	-0.6	0.3	0.0	-1	1
13	Cc1ccccc1OCC(=O)NCCNC(=O)c1ccccn1	0.1	4	-1	-1.6	-1.4	-1.8	-0.8	-0.2	-0.2	-2	1
14	Cc1nc2ccc(S(=O)(=O)NCC(=O)NCc3ccc(Cl)cc3)cc2s1	-1.1	1	-14	-0.2	0.0	1.3	0.6	0.5	0.4	-1	3
15	O=C(c1ccco1)N1CCN(c2ncnc3c2cnn3-c2ccccc2)CC1	6.3	0	4	-0.8	-0.3	0.7	0.7	0.6	-0.4	-3	-3
16	CC(=O)c1cccc(NS(=O)(=O)c2cc3c(cc2C)NC(=O)CO3)c1	-0.9	-7	2	-1.0	1.1	1.1	0.1	1.2	-0.3	-5	-1
17	CCOC(=O)C1CCN(Cc2cc(C(C)C)c(O)c(C(C)C)c2)CC1	-2.4	-4	-1	-1.1	-1.5	5.4	-0.3	-1.5	-1.0	1	-6
18	CN(C)CCNC(=O)c1cccc2c(-c3ccc(F)c(F)c3)coc12	-1.1	-5	-5	-1.3	-0.3	-2.0	-0.1	.	1.1	-2	-6
19	COC(=O)c1[nH]c2cccc(OC)c2c1NC(=O)CCN1CCC(C)CC1	0.3	-6	6	-0.8	-1.9	-2.8	2.5	0.2	0.5	0	-1
20	COc1cccc(CNc2ccc3c(c2)ncn3C)c1OC	0.1	-3	9	-1.5	0.3	4.2	1.4	2.7	0.2	-3	0
21	Cc1ccccc1OCC(=O)NNC(=O)CCc1ccccc1	-1.8	-3	-8	-1.1	-1.7	0.3	-0.8	-0.5	0.2	0	-3
22	CC1(C(=O)NCc2ccccc2)CN(S(C)(=O)=O)CC(=O)N1CCc1c[nH]c2ccccc12 (stereo not given)	-0.7	-1	-37	-0.8	-0.6	.	0.1	.	0.0	-4	-1
23	COc1ccccc1/C=C1\Oc2cc(OC(=O)N3CCOCC3)ccc2C1=O	-0.4	20	-4	-1.1	-1.4	0.7	0.1	2.3	0.0	-5	-5
24	CCOC(=O)c1ccc(NC(=O)C2CC(O)CN2S(=O)(=O)c2ccc(C)cc2)cc1 (stereo not given)	-1.6	2	-8	-1.0	0.4	1.9	0.3	-0.1	-1.7	-2	7
25	CCCCOc1ccc(C2/C(=C(/O)c3ccc4c(c3)CC(C)O4)C(=O)C(=O)N2CCCN2CCOCC2)cc1OC (stereo not given)	-3.4	2	-1	-1.1	1.1	1.0	0.8	0.9	-1.4	-1	-2
26	O=C(COC(=O)c1cc2c(s1)CCCC2)Nc1ccc(Cl)cn1	1.0	3	5	-0.8	0.2	0.5	-0.3	1.9	0.1	-4	3
27	CCOC(=O)/C(C#N)=C/c1ccc(SC)cc1	-1.1	-1	-2	-1.2	-0.7	2.8	-0.3	2.6	-0.7	1	-13
28	O=c1cc(CN2CCN(c3ccccc3)CC2)c2ccccc2o1	-3.1	2	2	-1.6	0.7	.	0.4	.	-0.4	1	-7
29	CCOc1cccc(C2C(C#N)=C(N)Oc3cc(C)oc(=O)c32)c1OCC (stereo not given)	-0.4	-3	-5	-1.5	-0.2	-1.6	-0.2	-0.2	-0.3	-4	4
30	CNC(=S)N/N=C(\C)c1ccc(Cl)s1	-2.5	-6	7	-1.8	-2.2	3.2	0.4	-0.8	-1.4	1	2
31	CCOC(=O)N1CCN(C(=O)COc2ccccc2Cl)CC1	-0.7	1	-3	-1.7	-2.5	0.1	-0.1	1.0	-0.9	-2	2
32	C=CCn1c(SCc2csc(C)n2)nc2sc3c(c2c1=O)CCCC3	-1.9	2	-3	-1.6	-0.6	2.9	0.0	-1.9	-0.4	0	-1
33	CN(Cc1ccccc1)S(=O)(=O)c1cccc(C(=O)O)c1	-2.2	1	-4	-1.2	0.0	-0.3	0.1	2.6	-0.7	1	0
34	CC(C)C(=O)Nc1cccc(-c2cnc3ccccc3n2)c1	3.1	2	-2	-0.9	-1.7	4.9	0.4	-0.1	1.0	4	7
35	Cc1ccc(-n2c(SCc3cccc(F)c3)nc3ccccc3c2=O)cc1	-1.4	-2	8	-0.2	0.9	.	0.2	.	0.0	-3	3
36	CCc1ccc(NC(=O)N(C2CCC(C)CC2)C2CCN(C(C)=O)CC2)cc1 (stereo not given)	-0.8	1	2	-0.3	-1.0	3.2	0.2	-0.7	0.9	1	5
37	Cc1nnc(SCC(=O)N2CCN(c3ccccc3)CC2)n(N)c1=O	-1.3	1	-1	-1.9	-1.2	-0.3	0.2	-0.6	0.9	-4	-5
38	Cc1ccccc1CC(=O)NC1CCCCCC1	-0.4	0	-1	-1.0	2.1	-1.7	-0.2	-0.6	-0.2	-2	2
39	Cc1ccccc1CC1(CO)CCCN(C(=O)CCN2CCCO2)C1 (stereo not given)	1.9	3	-1	-0.5	2.7	0.9	-0.2	0.1	0.2	2	-3
40	CCCn1nnnc1SCC(=O)NCc1ccc(OC)cc1	0.9	0	4	-1.5	0.8	1.1	0.5	0.7	0.0	-2	0
41	CC(=O)Nc1ccc(NC(=O)C(C)OC(=O)CCc2c[nH]c3ccccc23)cc1 (stereo not given)	2.2	-4	-48	-0.9	0.4	0.9	-0.3	0.8	-0.8	0	-5
42	CC1=C(C(=O)Nc2cc(C(=O)N3CCC(C)CC3)ccc2C)SCCO1	-1.6	2	5	-1.4	0.7	-1.4	0.2	-0.2	-0.5	-2	1
43	CCOC(=O)N1CCN(C(=O)c2cn(CC)c3ccc(S(=O)(=O)N4CC(C)CC(C)C4)cc3c2=O)CC1 (stereo not given)	-0.9	1	-1	-1.2	2.8	2.3	0.2	0.1	-1.1	0	2
44	O=c1[nH]c2ccsc2c(=O)n1-c1ccc(F)c(Cl)c1	0.4	8	0	-1.4	0.2	-0.5	0.0	0.1	0.0	1	3
45	CN(CC(=O)N1CCc2ccccc21)S(=O)(=O)c1ccc(Br)s1	3.5	-4	-6	0.7	4.1	0.1	0.5	1.5	1.6	5	-7
46	COc1cccc2c1C(=O)c1c(O)c3c(c(O)c1C2=O)CC(O)(C(=O)CO)CC3OC1CC(N(C)C)C(O)C(C)O1 (stereo not given)	-11	6	-117	-2.7	-4.4	-15	1.6	-6.5	-9.6	-11	-5
47	CCOC(=O)N1CCN(C(=O)CCl)CC1	4.7	-1	5	-0.8	1.1	-2.8	-0.3	0.6	-3.5	2	1
48	CCCN(CCC)CCNC(=O)Cn1cc2c(n1)-c1c(oc(C(=O)N3CCCC3)c1C)CC2	-0.5	1	-3	-0.3	-0.9	-9.3	2.8	1.2	1.1	5	2
49	CC(=O)Oc1ccc(/C(C)=N\N2CCN(Cc3ccc(Cl)cc3)CC2)cc1	-1.9	2	8	-1.0	-0.3	0.5	-0.3	-0.3	-0.8	-2	1
50	NS(=O)(=O)c1ccc(CCNC(=O)CSc2ccc3ccccc3c2)cc1	-1.5	0	-6	-1.2	-1.7	0.9	0.2	-1.1	-1.1	-3	1
51	CCC(c1nnc(SCC(=O)N2CCOCC2)n1C1CCCCC1)N(C)C (stereo not given)	0.6	1	-6	-1.0	-0.6	0.1	-0.2	0.4	0.0	-3	-3

Screening results (PubChem BioAssay)
